Compound activity deposited in PubChem by National Center for Advancing Translational Sciences (NCATS).
12-LOX inh – Primary qHTS assay for inhibitors of human arachidonate 12S-lipoxygenase (ALOX12): Round 2 | purified 12hLO, xylenol orange hydroperoxide absorbance | 1.1% of 580,000 active | Potency, µM (doses to about 108 µM), for inactives: at the highest dose activity change, negative = inhibition, actives largely listed as inhibitors | Polyunsaturated fatty acid lipoxygenase ALOX12 (Homo sapiens), P18054; active = well fitted inhibition curve with a large enough effect; inconclusive = small, poorly fitted or top-dose-only effect, or another doubt; inactive = no such curve, though single readings can be large or run the other way
Target sequence (P18054 whole entry, looked up): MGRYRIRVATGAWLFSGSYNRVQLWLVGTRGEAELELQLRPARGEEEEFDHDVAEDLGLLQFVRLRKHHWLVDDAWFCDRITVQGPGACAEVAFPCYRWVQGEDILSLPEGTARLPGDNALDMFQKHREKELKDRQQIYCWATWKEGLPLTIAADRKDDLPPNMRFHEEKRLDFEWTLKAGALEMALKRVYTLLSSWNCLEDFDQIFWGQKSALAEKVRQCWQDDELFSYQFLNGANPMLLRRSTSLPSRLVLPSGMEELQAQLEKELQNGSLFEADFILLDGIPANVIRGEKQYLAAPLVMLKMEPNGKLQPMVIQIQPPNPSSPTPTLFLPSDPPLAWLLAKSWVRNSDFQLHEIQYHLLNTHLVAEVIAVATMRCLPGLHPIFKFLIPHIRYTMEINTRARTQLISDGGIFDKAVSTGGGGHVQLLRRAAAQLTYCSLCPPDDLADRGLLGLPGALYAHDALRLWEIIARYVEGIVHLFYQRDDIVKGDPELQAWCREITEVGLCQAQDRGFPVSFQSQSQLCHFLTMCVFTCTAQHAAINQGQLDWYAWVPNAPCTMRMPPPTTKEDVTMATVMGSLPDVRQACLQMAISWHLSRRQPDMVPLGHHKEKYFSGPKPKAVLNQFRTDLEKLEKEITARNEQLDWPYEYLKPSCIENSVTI
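Purified human 12hLO (150 nM final) in 25 mM Hepes, 0.01% Triton X-100, pH 7.0 was preincubated 15 min at room temperature with compound. Then 40 uM arachidonic acid was added, 30 min. Hydroperoxide was read by Fe-XO absorbance ratio 573/405 nm.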
An asterisk follows results filed as active; ? = inconclusive; & = joins results of further samples; [ ] = another dose, or the depositor's remark. % is scaled to controls: 0 for no effect and ±100 for the full control effect; potency is read from the fitted curve at half-maximal effect. A portion of the library (hit frequency here may not be typical).

structure,12-LOX inh
COCC(=O)N[C@@H]1CN(Cc2ccccc2OC(C)C)C[C@H]1CO,49.3%[activator]
COc1cccc(S(=O)(=O)N2CC(F)(F)C[C@H]2c2nnc(C)o2)c1,9.7%
CCN(C1CCOCC1)C1CN(C(=O)c2ccsc2)C1,87.7%[activator]
COc1ccccc1CN1CCNc2cnc(-c3ccccc3)cc2C1,26.8%[176 µM]
CC(C)NC(=O)N(C)CC1CCOCC1,0.1%
O=C(NC1CC1)c1ccc2cc[nH]c2n1,13.3%[12.5 µM]
CC(=O)Nc1cc(-c2cn(C)c(=O)n3cc(CN4CC[S+](=O)([O-])CC4)nc23)ccn1,-16.6%[176 µM]
COCCNC(=O)[C@H]1C[C@H](Oc2cccnc2)CN1C(=O)Cc1cccc(C)c1,1.0%
COC[C@@H]1CN(S(=O)(=O)c2ccccc2C)C[C@H]1c1nc(C)no1,29.7%
COc1ccc(N2CC(C(=O)N3CCC(C(=O)N4CCOCC4)C3)NC2=O)cc1 (centres undefined),47.9%
OC(c1ccccc1)(c1ccccc1)C1CCN(CCCOc2ccc(-c3ccsc3)cc2)CC1,?
COCCNc1nc2c(S(=O)(=O)c3ccccc3)nnn2c2ccccc12,1.3%[6.33 µM]
CC(C)CS(=O)(=O)Nc1ccc([C@H]2OCC(=O)N(C)[C@@H]2CO)cc1,-5.0%[176 µM]
Cc1ccc(C(=O)Nc2cccc(-c3nnc4n3CCCC4)c2)c(C)c1,-27.6%
Cc1ccccc1-c1[nH]nc2ncc(-c3ccccc3F)nc12,18.9%[176 µM]
CCOc1ccccc1NC(=O)N1c2ccccc2CC1c1nc(C(C)C)no1 (centres undefined),31.7%
O=C1CO[C@H]2CN(c3ncccn3)C[C@H]2N1Cc1ccncc1,?
O=C(c1ccc(=O)[nH]c1)N1CCC(C(=O)N2CCc3c(nc4cc(-c5ccccc5)[nH]n4c3=O)C2)CC1,?
Clc1cccc(-c2ccc(CNc3ncncn3)o2)c1,6.7%
CC1CCCN(c2ncnc3c2CN(C2CCNCC2)C(=O)CN3C)C1 (centres undefined),-9.4%[6.33 µM]

Part of the list above, reformatted:
> Cc1ccccc1-c1[nH]nc2ncc(-c3ccccc3F)nc12
  12-LOX inh: 18.9%[176 µM]
> CCOc1ccccc1NC(=O)N1c2ccccc2CC1c1nc(C(C)C)no1 (centres undefined)
  12-LOX inh: 31.7%

The list goes on.
structure,12-LOX inh
COC(=O)CNC(=O)C1CN(S(=O)(=O)c2cccnc2)CC12CCCCC2 (centres undefined),44.0%[activator]
CCN1c2cc(C(=O)Nc3ccc(C)cc3)ccc2C(=O)N2CCCCCC21 (centres undefined),?
CC(=O)NC1CCCc2c1[nH]c1c(Cl)cccc21 (centres undefined),5.8%
CCn1cc(S(=O)(=O)N2CCC(OCCOC)CC2)cn1,36.9%[activator]
Cc1ccc(Cl)cc1NC(=O)N1C[C@@H](F)C[C@H]1C(=O)N1CCc2ccccc2C1,-0.8%
CC(=O)N1CCC(CC(=O)NCC(=O)N2CCCCCCNC(=O)CC2c2ccccc2)CC1 (centres undefined),11.6%
Cc1cc(C)cc(CN2CCC3(Cc4ccccc4CNC3=O)C2)c1 (centres undefined),?
Cc1oc2ccn(Cc3ccc(F)cc3)c(=O)c2c1C(=O)NC1CC1,-6.9%
CC(C)n1cnnc1CC1CCCN(S(=O)(=O)c2ccc(F)cc2)C1 (centres undefined),16.9%
O=C(O)c1ccc(-c2nnc3ccc(NC(=O)C4CCC4)cn23)cc1,0.0%
CO[C@H]1C(=O)N(C2CCN(C(=O)c3cc(C)nn3C)CC2)[C@H]1c1ccncc1,21.0%
O=C1Nc2ccccc2O[C@H]2C[C@@H]1N(Cc1ccc(C(F)(F)F)cc1)C2,57.6%[176 µM]
CC(C)(C)OC(=O)N1CC(NCc2cccc3c2OCO3)C1,-0.7%[12.5 µM]
Cn1cnc(C(=O)N2CCC3(CC2)CC(N(Cc2ccc(F)cc2)C2CC2)CCO3)c1 (centres undefined),18.4%
O=C1NC2(Cc3ccccc31)CN(C(=O)c1ccccc1F)C2,10.6%[6.33 µM]
CC(C)C(NC(=O)c1ccoc1)c1nnc2n1CCN(Cc1ccc3c(c1)Cc1ccccc1-3)CC2 (centres undefined),2.2%
O=C(Cn1ccn2nc(-c3ccccc3)c(CO)c2c1=O)N1CCC(Cc2ccccc2)CC1,11.2%
O=C(Nc1ccc(Cl)cc1)N1CCC(N2CC3CCCN3C2=O)CC1 (centres undefined),6.0%
Cc1cc2nc(C)c(-c3nc4ccccc4[nH]3)nc2cc1C,-6.4%
CN(C)c1nc(CN2CCCCC2c2cccnc2)nc2ccccc12 (centres undefined),?

(continued)
structure,12-LOX inh
CN(CC1CCOC1)S(=O)(=O)c1ccc2c(c1)CCCC2 (centres undefined),52.9%[activator]
O=C(c1cccc(Cn2cccn2)c1)N1CC[C@H](CO)[C@H](O)C1,-1.6%
COc1cccc(-c2cc3c(=O)n(CCNC(=O)c4ccccc4OC)ccn3n2)c1,-2.1%
O=C1COc2ccc(-c3cccnc3)nc2CN1Cc1ccc(C(F)(F)F)cc1,-3.0%[176 µM]
CNC(=O)N1CCC2(CC1)CC(N1CCN(CC(C)C)CC1)CCO2 (centres undefined),42.3%[activator]
CC(C)Cc1ccc(S(=O)(=O)N(C)CC2CCOCC2)cc1,-3.9%
COc1ccc(-c2noc([C@@H]3CCCN3C(=O)c3ccc(Cl)cc3)n2)cc1OC,7.4%
N#Cc1ccc(S(=O)(=O)N2CCC(C3CCNC3)CC2)cc1 (centres undefined),10.7%
CCCCNc1ccc2c(c1)OC[C@H](CC(C)C)NS2(=O)=O,10.2%
COc1ccc(C2Cn3nnc(-c4nc(-c5ccc(OC)c(F)c5)no4)c3CO2)cc1 (centres undefined),32.9%[activator]
Cc1nc(-c2c3n(c(=O)n(CC(=O)Nc4cccc(Cl)c4C)c2=O)CCCCC3)no1,-1.5%
CC(C)Oc1ccc(CN2CCC3(CCNCC3)C2)cc1,81.2%[activator]
Cc1ccc(C2c3cc(OCc4nc(C(=O)NCC(C)C)co4)ccc3CCN2C(=O)C2CC2)cc1 (centres undefined),-17.1%
COCc1nncn1C1CCN(S(=O)(=O)c2ccc(Br)cc2)CC1,10.9%
O=C(NCc1cnccn1)C1CCCN(c2cnn(Cc3ccccc3)c(=O)c2)C1 (centres undefined),59.0%[activator]
CC1CN(c2ccccc2C#N)C(=O)CN1C(=O)Cc1cn2ccsc2n1 (centres undefined),16.8%
O=C(c1ccccc1)N1CCn2c(nn(-c3ccc(C(F)(F)F)cc3)c2=O)C1,2.6%[6.33 µM]
CCc1nncn1C1CCN(S(=O)(=O)c2cc(OC)ccc2OC)CC1,28.0%
COc1nc2c(cc1CNC(=O)C1(C)CC1)C(=O)N(CCc1ccccn1)C2,33.9%
CCCCc1cc(C[C@@H]2C[C@H](NC(=O)c3cccc(F)c3)C2(C)C)no1,2.3%[176 µM]

The listing continues:
structure,12-LOX inh
CCC(C)NC(=O)c1cc(-c2ccc(F)cc2)cn1C (centres undefined),-4.8%
C[C@H]1[C@@H]2[C@@H](O)C([C@H](C)C(=O)NC3CCCCC3)CC[C@@]2(C)CC[C@@H]1NC(=O)c1ccccn1 (some centres undefined),5.3%
CCC(NC(=O)c1cc(Cn2ccc3ccccc32)[nH]n1)c1ncccc1C (centres undefined),111.0%[activator]
COCCC(=O)N1CCC(n2c(C)cnc2-c2ccncc2)CC1,25.1%
Cn1c(Cn2ccnc2)nnc1C1CCCN(C(=O)CCc2ccncc2)C1 (centres undefined),9.2%
CCOc1ccccc1CN1CCC2(CCN([S+](=O)([O-])c3c(C)noc3C)CC2)Oc2ccccc21,-17.0%
COc1ccc(CNC(=O)c2ccc3c(c2)N(C(=O)c2ccc(F)cc2)CC3)cc1OC,19.7%
Cc1noc(C)c1S(=O)(=O)NCCc1ncc(C)n1C1CCC1,15.6%
Cc1ccc(-c2cc3c(=O)n(CC(O)c4ccc(C)c(C)c4)ccn3n2)c(C)c1 (centres undefined),39.6%[activator]
O=C(c1ccccc1F)N1CCCCCC1c1nnc(-c2ccccc2)o1 (centres undefined),4.9%
Cc1ccc(NC(=O)Nc2cccn3nc(C)nc23)cc1,22.0%
Cc1noc(C)c1-c1cc2cc(CN(C)C)oc2c(Nc2ccncn2)n1,-1.7%[176 µM]
Cn1ccc(C(=O)NCc2nnc3n2C(C(=O)NCc2ccc(F)cc2)CC3)n1 (centres undefined),-10.7%[6.33 µM]
O=C(C1CCCC1)N1CCC(C2CCN(Cc3cccc(F)c3F)CC2)C1 (centres undefined),2.4%
Cc1noc(-c2cccn3c(CNC(=O)c4ccoc4)nnc23)n1,55.9%[activator]
CNC(=O)CN(C)C(=O)[C@@H]1CN(c2ncccn2)C[C@H]1COC,44.5%[activator]
CCCNC(=O)C(NC(=O)CC(C)C)C1CCN(C(=O)c2ccc(Cl)cc2)CC1 (centres undefined),35.7%[activator]
O=C(c1ccccc1)N1CCC2(CC1)CC(c1cccnc1)=NO2,7.0%&57.6%[176 µM]
COc1ccc(C(C)NC(=O)c2cc3c(N4CCSCC4)nc(C)cn3n2)cc1OC (centres undefined),8.3%
O=c1n(-c2ccc([N+](=O)[O-])cc2)nc2n1CCN(CC1CC1)C2,?

The results go on.
structure,12-LOX inh
Cc1ccc(CC2CCOC3(CCN(C(=O)c4cccs4)CC3)C2)cc1 (centres undefined),?
CC[C@H]1OC(=O)[C@H](C)[C@@H](O[C@H]2C[C@@](C)(OC)[C@@H](O)[C@H](C)O2)[C@H](C)[C@@H](O[C@@H]2O[C@H](C)C[C@H](N(C)C)[C@@H]2O)[C@](C)(OC)C[C@@H](C)C(=O)[C@H](C)[C@@H](O)[C@]1(C)O,-8.7%[57.4 µM]
O=C(c1cccc(F)c1)N1CCCC2(C1)NC(=O)N(Cc1ccc(Cl)cc1)C2=O (centres undefined),-2.4%
CN(CC1CCCN(CCc2ccc(Cl)cc2)C1)C(=O)c1ccc(-n2cnnn2)cc1 (centres undefined),?
COCCN1CCC(N2CCN(S(=O)(=O)c3cc(F)ccc3C)CC2)C1=O (centres undefined),56.2%[activator]
O=C(Cn1ccn2nc(-c3ccc(F)cc3)c(CO)c2c1=O)NCc1ccccc1Cl,-14.9%
CCc1noc(-c2cn(C3CCN(C(=O)c4sccc4C)CC3)nn2)n1,36.6%[activator]
CCc1noc(-c2cn(C3CCN(C(=O)c4cccc(C(F)(F)F)c4)C3)nn2)n1 (centres undefined),11.3%
COc1ccc(OC)c(NC(=O)COc2cc(O)c3c(c2)OC(C)(C)CC3=O)c1,-3.1%
O=C1COc2ccc(-c3cccc(OC(F)(F)F)c3)nc2CN1,2.5%[176 µM]
CC(C)(C)CCN1CCCC(COc2ccccc2C(=O)N2CCOCC2)C1 (centres undefined),15.2%
O=C(CCC[C@H]1NC[C@@H]2C[C@H]1CN(Cc1ccccc1)C2)Nc1ccc(N2CCOCC2)cc1,?
CC(C)(C)c1nnc([C@H]2CCN(C(=O)C3CC3)C2)o1,17.0%[176 µM]
O=C(O)C[C@@H]1CCN(C(=O)Cc2cccs2)C[C@@H]1CCN1CCN(c2ccc(F)cc2)CC1,?
COCc1ccc2c(c1)c(OC(C)(C)C(=O)NC(C)C)nn2Cc1cccc(OC)c1,5.2%[176 µM]
O=C([C@H]1C[C@@H](F)CN1S(=O)(=O)Cc1ccc(Cl)cc1)N1CCOCC1,39.2%[activator]
O=C(c1ccoc1)N1CCCC(Cc2nc(C3CCOCC3)no2)C1 (centres undefined),?
Cc1noc([C@H]2CCN(C(=O)Cc3c[nH]c4ccccc34)C[C@H]2NC(=O)C2CC2)n1,10.1%
O=C(Nc1ccc2c(c1)OCCO2)N1CCC(Cc2nc(C3CC3)n[nH]2)C1 (centres undefined),7.4%
O=C1NC2(CCN(C(=O)c3ccc4c(c3)OCO4)C2)Oc2ccccc21 (centres undefined),34.6%

Arranged by number of heavy atoms (high to low): part of the list above.
structure,12-LOX inh
O=C(c1cccc(F)c1)N1CCCC2(C1)NC(=O)N(Cc1ccc(Cl)cc1)C2=O (centres undefined),-2.4%
Cc1ccc(CC2CCOC3(CCN(C(=O)c4cccs4)CC3)C2)cc1 (centres undefined),?
O=C1COc2ccc(-c3cccc(OC(F)(F)F)c3)nc2CN1,2.5%[176 µM]

(further entries)
structure,12-LOX inh
COc1ccccc1CN1CC[C@H]2COC(=O)N2c2cc(C)ccc2C1,3.5%[176 µM]
C[S+](=O)([O-])CCn1ncc2cc(OCc3cccc(-c4cccc(F)c4)c3)ccc21,-23.3%[176 µM]
O=C(Cc1ccccc1)Nc1ccc([C@@H](O)[C@H]2COCC(=O)N2Cc2ccc(C(F)(F)F)cc2)cc1,11.5%
COc1ccccc1NC(=O)N1CC(=O)N2[C@H](C1)[C@@H](c1ccc(Br)cc1)[C@@H]2CO,-4.5%
COC(=O)C1=C(C)N(Cc2ccc(Cl)cc2)C(=S)NC1c1ccc(F)cc1 (centres undefined),39.8µM*
COc1cccc(CNC(=O)[C@H]2CCCN2C(=O)[C@H]2CCCN2C(=O)c2ccccc2C(F)(F)F)c1,-4.9%
COc1ccc(C(=O)N2CCn3c(nnc3-c3ccc(Cl)cc3)C2)cc1,-23.8%
CC(C)(C)c1ccc(C(=O)N2CCOCC(O)(CN3CCCC3)C2)cc1 (centres undefined),28.6%
